ALOX12 inh – inhibitors of human 12S-lipoxygenase ALOX12 | actives 1.1% (n = 580,000) | Potency, µM (top dose mostly 108 µM), for inactives: at the top dose activity change, negative = inhibition, most hits filed as inhibitors | AID 1671190 | P18054 | purified 12hLO, xylenol orange hydroperoxide absorbance; active = well fitted inhibition curve with a large enough effect; inconclusive = small, poorly fitted or top-dose-only effect, or another doubt; inactive = no such curve, though single readings can be large or run the other way
Target sequence (P18054 whole entry, looked up): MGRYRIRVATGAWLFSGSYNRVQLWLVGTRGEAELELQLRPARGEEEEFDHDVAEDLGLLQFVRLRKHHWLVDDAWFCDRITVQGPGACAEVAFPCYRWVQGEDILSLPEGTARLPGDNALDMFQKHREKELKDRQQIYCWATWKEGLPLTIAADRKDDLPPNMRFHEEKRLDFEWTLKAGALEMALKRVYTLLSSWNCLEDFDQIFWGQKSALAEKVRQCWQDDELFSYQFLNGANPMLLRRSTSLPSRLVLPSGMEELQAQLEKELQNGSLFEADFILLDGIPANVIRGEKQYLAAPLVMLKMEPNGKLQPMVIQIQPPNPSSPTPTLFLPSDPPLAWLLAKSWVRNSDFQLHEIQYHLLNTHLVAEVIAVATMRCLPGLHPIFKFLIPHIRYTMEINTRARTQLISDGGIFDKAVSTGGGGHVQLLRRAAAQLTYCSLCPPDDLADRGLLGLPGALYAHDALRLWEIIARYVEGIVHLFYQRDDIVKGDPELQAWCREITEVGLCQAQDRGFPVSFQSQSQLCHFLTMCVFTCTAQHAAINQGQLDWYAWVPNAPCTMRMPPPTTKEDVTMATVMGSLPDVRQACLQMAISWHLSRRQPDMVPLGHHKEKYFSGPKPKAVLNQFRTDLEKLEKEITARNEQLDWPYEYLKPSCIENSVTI
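Hydroperoxide product was detected by ferrous iron/xylenol orange as the 573 to 405 nm absorbance ratio. Arachidonic acid at 40 uM (final) was turned over for 30 min at room temperature by 150 nM human 12hLO, pH 7.0 Hepes buffer, after 15 min compound preincubation.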
The depositor's hits bear a star; u = inconclusive; [ ] = remark or other dose. % is scaled to controls: 0 for no effect and ±100 for the full control effect; potency is read from the fitted curve at half-maximal effect.

Start of the listing, in advance:
SMILES	ALOX12 inh
O=C1COc2ccc(-c3ccncc3)nc2CN1Cc1ccc(C(F)(F)F)cc1	-13%[176 µM]
O=C([C@H]1O[C@H](CCN2CCOCC2)CC[C@@H]1O)N1CCN(c2ccccc2)CC1	-11%[176 µM]
Cn1cccc1CN1CCCC2(C1)C(=NC1CCCC1)NC(=O)N2c1cc(F)cc(F)c1 (configuration not stated)	10%[6.33 µM]
CNc1nc2cnc(Nc3ccc(C(F)(F)F)cc3)cc2n1-c1cc(OC)c(OC)c(OC)c1	u
CCCS(=O)(=O)N1CCC(Oc2ccccc2-c2nc(-c3ccncc3)no2)C1 (configuration not stated)	0%
Cc1cc(Cl)cc2c(C=O)c(C(C)(C)C)[nH]c12	13%
COc1ccc(CN2C/C(=C/c3ccc(C)cc3)N3C(=O)C[C@@H](c4ccccc4)N=C23)c(OC)c1	35%
Cc1ccc(C)c(-n2ccnc2SC2CCCCC2=O)c1 (configuration not stated)	-7%
Cc1ccc(-c2nn(CCC(=O)Nc3ccc(Cl)cc3)c(=O)c3ccccc23)cc1	-7%
COc1ccc(-c2nc3cnc(Nc4ccccc4)nc3n(CCC#N)c2=O)cc1	59%[activator]
O=C(OCC(=O)c1ccccc1Cl)c1ccc(OCc2ccccc2)cc1	21%
CCc1c(C)c2ccc(OCC(=O)c3ccc(C)cc3)cc2oc1=O	-52%
Cc1cc(C(=O)N2CCC(c3nc(C4CCOCC4)no3)CC2)n(C)n1	4%
COc1cccc(CCc2ccccc2C(=O)N2CC[C@H](CO)[C@@H](O)C2)c1	35%[activator]
CC(=O)N1CCC(C(=O)N2CCn3nc(Cc4ccccc4)cc3C2)CC1	22%
CCCc1nnc([C@H]2CCN(C3CCN(C(C)=O)CC3)C2)o1	39%[activator][176 µM]
CCN1C(=O)C(Cc2nc3ccccc3c(=O)n2CCCO)c2cc(C)ccc21 (configuration not stated)	u
CCc1ccc(OCC(=O)Nc2ccc(S(=O)(=O)NC(C)(C)C)cc2)c(Br)c1	-14%
CC(Nc1nc(-c2ccc(CNC(=O)C(C)(C)C)s2)cs1)c1ccccc1 (configuration not stated)	u

Main list, from the start:
SMILES	ALOX12 inh
O=C1COc2ccc(-c3ccncc3)nc2CN1Cc1ccc(C(F)(F)F)cc1	-13%[176 µM]
O=C([C@H]1O[C@H](CCN2CCOCC2)CC[C@@H]1O)N1CCN(c2ccccc2)CC1	-11%[176 µM]
Cn1cccc1CN1CCCC2(C1)C(=NC1CCCC1)NC(=O)N2c1cc(F)cc(F)c1 (configuration not stated)	10%[6.33 µM]
CNc1nc2cnc(Nc3ccc(C(F)(F)F)cc3)cc2n1-c1cc(OC)c(OC)c(OC)c1	u
CCCS(=O)(=O)N1CCC(Oc2ccccc2-c2nc(-c3ccncc3)no2)C1 (configuration not stated)	0%
Cc1cc(Cl)cc2c(C=O)c(C(C)(C)C)[nH]c12	13%
COc1ccc(CN2C/C(=C/c3ccc(C)cc3)N3C(=O)C[C@@H](c4ccccc4)N=C23)c(OC)c1	35%
Cc1ccc(C)c(-n2ccnc2SC2CCCCC2=O)c1 (configuration not stated)	-7%
Cc1ccc(-c2nn(CCC(=O)Nc3ccc(Cl)cc3)c(=O)c3ccccc23)cc1	-7%
COc1ccc(-c2nc3cnc(Nc4ccccc4)nc3n(CCC#N)c2=O)cc1	59%[activator]
O=C(OCC(=O)c1ccccc1Cl)c1ccc(OCc2ccccc2)cc1	21%
CCc1c(C)c2ccc(OCC(=O)c3ccc(C)cc3)cc2oc1=O	-52%
Cc1cc(C(=O)N2CCC(c3nc(C4CCOCC4)no3)CC2)n(C)n1	4%
COc1cccc(CCc2ccccc2C(=O)N2CC[C@H](CO)[C@@H](O)C2)c1	35%[activator]
CC(=O)N1CCC(C(=O)N2CCn3nc(Cc4ccccc4)cc3C2)CC1	22%
CCCc1nnc([C@H]2CCN(C3CCN(C(C)=O)CC3)C2)o1	39%[activator][176 µM]
CCN1C(=O)C(Cc2nc3ccccc3c(=O)n2CCCO)c2cc(C)ccc21 (configuration not stated)	u
CCc1ccc(OCC(=O)Nc2ccc(S(=O)(=O)NC(C)(C)C)cc2)c(Br)c1	-14%
CC(Nc1nc(-c2ccc(CNC(=O)C(C)(C)C)s2)cs1)c1ccccc1 (configuration not stated)	u
Cc1ccc(C)c(NC(=O)N2C[C@@H](F)C[C@H]2C(=O)N2CCc3ccccc3C2)c1	35%[activator]
CCn1ccc(C(=O)N2CC(Oc3cccc(-c4nc(C)no4)c3)C2)n1	9%
CCN(CC)S(=O)(=O)c1ccc(Oc2ccccc2)c(NC(=O)c2cnccn2)c1	-30%
COC(=O)c1cc(COC(=O)C2COc3ccccc3O2)oc1C (configuration not stated)	u
COc1ccc(S(=O)(=O)N2CCCC(Cc3noc(-c4cccnc4)n3)C2)cc1 (configuration not stated)	4%
Cc1ccc(C(NC(=O)c2ccccc2)c2cccnc2)cc1C (configuration not stated)	-2%
CC(=O)Nc1cc(C(=O)COC(=O)c2cccc3ccccc23)ccc1O	-2%
COc1ccccc1NC(=O)Cn1c(-c2ccc(Cl)cc2)nc(C)c(CCO)c1=O	-4%
Nc1[nH]c(C(=O)c2ccccc2)c(-c2cccnc2)c1C(=O)c1ccccc1	-16%
CCc1ccc(C(=O)NC2CCN(c3cc(-c4cccs4)[nH]n3)CC2)cc1	13%
O=C(NCc1cccc(F)c1)C(=O)Nc1cccc(O)c1	-1%
S=C(NCC(c1ccccc1)c1ccccc1)Nc1ccc(Cl)cc1	u
O=C(OCC(=O)N1CCCC1)c1cc2ccccc2[nH]1	21%
O=C1CC2(CCN(C(=O)c3cnc4ccccn4c3=O)C2)C(=O)N1 (configuration not stated)	23%
O=C1CC(C(=O)N2CCCC(c3nc(-c4ccncc4)ncc3-c3ccccc3)C2)C2(CCCCC2)O1 (configuration not stated)	3%
Cc1ccccc1N1Cc2c(NCc3ccc4c(c3)OCO4)ncnc2N(C)CC1=O	-15%
Cc1ccccc1-c1nnc(SCC(=O)Nc2nnc(-c3ccccc3)o2)n1C	14%
Cc1cn2nc(C(=O)Nc3ccc(F)cc3F)cc2c(N(C)Cc2ccccc2)n1	64%[activator]
CCCN1CCS(=O)(=O)N(Cc2cn(Cc3ccc(Cl)cc3)nn2)C(C(=O)OC)C1 (configuration not stated)	-45%
CCOC(=O)c1ccc(NC(=O)CSc2ncnc3c(-c4ccccc4)c[nH]c23)cc1	-6%
CCOCC(=O)N1CCC(C2CCNC2)CC1 (configuration not stated)	-2%
O=C1Nc2ccc(-c3ccsc3)cc2C(=O)N2CC[C@H](NS(=O)(=O)c3cccs3)[C@@H]12	-4%
CCn1ncc(N2CCC(NC(=O)Cc3ccc(OC)cc3)CC2)cc1=O	13%
CCc1cccc(C)c1-n1nnnc1C1(Nc2ccc3c(c2)OCCO3)CCCC1	10%
NC1=NC(c2ccc(O)cc2)n2c(nc3ccccc32)N1 (configuration not stated)	u
O=[N+]([O-])c1c(-c2cscn2)[nH]c2ccccc12	-5%
O=C(NC1CCN(c2cc(-c3ccc(F)cc3)[nH]n2)CC1)c1cccnc1	0%
COc1ccc(C(=O)N[C@H]2C[C@@H](Cc3cc(COc4ccccc4)on3)C2(C)C)cc1	-27%[176 µM]
Cc1nc(C2CC(O)C2)cc(N2CCN(C(=O)c3cccs3)CC2)n1 (configuration not stated)	80%[activator]
COc1ccc(N2Cc3nc(=O)n(CC(=O)NCc4ccccc4)n3C2=O)cc1	u
Cc1ccc(C(=O)NC2CC2)cc1NC(=O)NC1CCCC1	-1%
CN1CCC(N2CCC[C@@H](O)[C@H](NC(=O)c3ccc(OCc4ccccc4)cc3)C2)CC1	-6%
S=C(NCc1ccc(Cl)cc1)NCc1ccc(Cl)c(Cl)c1	-106%
COc1cccc(C(=O)N2CCC3(CC2)CC(=O)N(c2ccccc2)c2ccccc2O3)c1	42%[activator]
COc1ccc(-c2nnc3n2CCN(C(=O)c2ccc(C(F)(F)F)cc2)C3)cc1	-2%
C[C@@H](O)CCCCn1c(=O)c2c(ncn2C)n(C)c1=O	1%
CCCCCc1ccc(/C=C/c2ccc(C3CCC(CCC)CC3)cc2)nc1 (configuration not stated)	49%[activator]
Cc1cc(OC2CN(Cc3ccc(C#N)cc3)C2)ccc1F	7%[176 µM]
COc1ccc([C@H]2C[C@@H](O)C[C@@H](CCn3cc(-c4ccccc4)nn3)O2)cc1	3%
N#Cc1cnn2c(C(F)F)cc(-c3ccccc3)nc12	61%[activator]
CN(Cc1ccccc1)C(=O)[C@@H]1CCCN1C(=O)[C@@H]1CCCN1C(=O)c1ccc(Cl)cc1	1%

Next part.
SMILES	ALOX12 inh
CC(C)(C)CC(=O)N1CCN2C(=O)c3cc(-c4ccc5c(c4)OCO5)ccc3NC(=O)[C@H]2C1	u
COC(=O)c1cn([C@H]2CO[C@H]3[C@@H]2OC[C@@H]3NC(=O)COc2ccccc2)nn1	31%[activator][176 µM]
CC1=CC(C)C(COC(=O)C[N+]2(C)CCOCC2)C(C)C1 (configuration not stated)	20µM*
CCCN(CC(F)(F)F)C(=O)CCCc1c[nH]c2ccccc12	3%
O=C1CCCCC(Cc2ccccc2)(C(=O)NCc2ccc(F)cc2)N1 (configuration not stated)	47%[activator]
CC1CCCCC1NC(=O)/C=C/c1cccs1 (configuration not stated)	16%
COC(=O)C1=C(C)N=C2SC=C(CC(=O)N3CCC(C)CC3)N2C1c1ccccc1Cl (configuration not stated)	14%
N=C(N)c1ccc(COCc2ccccc2)cc1	51%[activator]
O=C(CCn1c(=O)oc2cc(S(=O)(=O)N3CCCC3)ccc21)Nc1ccc(F)c(F)c1	u
CNC(=O)c1noc(CN2CCCC(CCc3ccccc3F)C2)n1 (configuration not stated)	-4%
c1ccc(CCc2nc3nccc(-c4ccncc4)n3n2)cc1	36%
CCN(CC(=O)Nc1c(F)cccc1F)C(=O)C1CC(=O)N(Cc2ccccc2)C1 (configuration not stated)	1%
CN(Cc1ccccc1)C1CCOC2(CCN(C(=O)c3ccsc3)CC2)C1 (configuration not stated)	45%[activator]
Cc1ccc(-c2nnc(C3CN(C(=O)c4cc(F)ccc4F)CC34CCOCC4)o2)cc1 (configuration not stated)	0%
CC(C)n1nc(C(=O)N2CCC(C(=O)O)CC2)c2ccccc2c1=O	17%
CC(C)n1c(C2CCN(C(=O)Cc3c[nH]c4ccccc34)CC2)nn(C)c1=O	22%
CC(C)c1nnc(C2CN(C(=O)CCc3nc4ccccc4[nH]3)CC23CCOCC3)o1 (configuration not stated)	23%
COc1cccc(-c2ccc3ncn(-c4ccc(F)cc4F)c(=O)c3n2)c1	-7%[176 µM]
N#CC(C(=O)CCOCc1ccccc1)c1ccc2ccccc2n1 (configuration not stated)	-19%
COC(=O)C1=C(C)OC(N)=C(C#N)C1c1ccc(-c2ccccc2)cc1 (configuration not stated)	35µM*
Nc1[nH]c(C(=O)c2ccc(Br)cc2)c(-c2c(F)cccc2F)c1C(=O)NCCc1c[nH]c2ccccc12	-15%
CCOc1cccn2c(=O)c(-c3cc(C)n(-c4ccc(Cl)cc4)n3)c(C)nc12	u
COc1ccc(S(=O)(=O)Nc2nc3ccccc3nc2Nc2ccc(Br)c(C)c2)cc1	0%
CC(C)OC(=O)c1cc(NS(=O)(=O)c2ccc3ccccc3c2)cc(C(=O)OC(C)C)c1	28%
COc1ccc(NC(=O)N2CC(N(C3CCOCC3)S(C)(=O)=O)C2)cc1F	36%[activator]
O=C(N[C@@H]1CCC[C@@H]1C(=O)N1CCN(c2ccccn2)CC1)c1ccncc1	u
O[C@@H]1CN(CC2CC2)CC[C@H]1N1CCN(c2ccccc2F)CC1	71%[activator]
CCOCc1nc(C2CCCN2C(=O)Nc2ccccc2F)no1 (configuration not stated)	42%[activator]
COc1cccc(C(=O)N(C)C2CCc3ccccc32)c1 (configuration not stated)	8%[176 µM]
Cc1c2cnn(CC(=O)NCc3ccccc3)c(=O)c2c(C)n1Cc1ccccc1	18%
COCCCNC(=O)C[C@@H]1C[C@@]2(C(=O)OC)CC(C)(C)CC=C2N(Cc2cccc3ccccc23)C1=O	u
Cn1ccnc1CN1CCN(C(=O)C2(Cn3ccnc3)CC2)CC1	u
N#CCCn1c(=O)c(-c2cccs2)nc2cnc(N3CCOCC3)nc21	0%
COCCN(Cc1nccs1)C(=O)c1oc2ccc(C)cc2c1C	15%
O=C(CC1SCCNC1=O)Nc1cc(Cl)ccc1Cl (configuration not stated)	-29%
CCCCOCCCNC(=O)c1c(C)noc1-c1cc(OC)cc(OC)c1	44%[activator]
COCc1ccc2c(c1)c(OC(C)(C)C(=O)N1CCOCC1)nn2Cc1cccnc1	-5%[176 µM]
COc1ccccc1Cn1ccn2nc3c(c2c1=O)CCCC3	7%
CN(C)C(CNC(=O)c1cccs1)C1CC1 (configuration not stated)	33%[activator]
Cc1cnc(-c2ccccc2)n1C1CCN(S(C)(=O)=O)CC1	57%[activator]
NC(=O)c1c(NC(=O)CN2CCN(C(=O)C3CC3)CC2)sc2c1CCC2	2%
CC1CCN(CC2CCCN(C(=O)c3ccncc3)CC2)CC1 (configuration not stated)	40%[activator]
O=C(O)C1(c2cccc(F)c2)CCCCC1	26%
Cn1ccnc1CN1C[C@@H](F)[C@@H](OCc2nc3ccc(C(F)(F)F)cc3[nH]2)C1	75%[activator][176 µM]
O=C(c1ccncc1)N1CCC2(CCN(Cc3ccncc3)CC2)CC1	-4%[57.4 µM]
Clc1ccc(CNc2n[nH]c(-c3ccco3)n2)c(Cl)c1	-7%
COC(=O)[C@@]12C[C@@H](CC(=O)NCc3ccc(C)o3)C(=O)N(Cc3ccccc3)C1=CCC(C)(C)C2	-24%
COCCN1CCCC2(CCN(C(=O)CCc3ccc(C)cc3)C2)C1=O (configuration not stated)	-18%
CCN(CC)C(=O)c1ccc2c(c1)n(Cc1ccc(OC)cc1)c(=O)c1ccnn12	34%
CC(C)(C)c1ccc(O)c(NC(=O)c2n[nH]c(=O)c3ccccc23)c1	u
CCS(=O)(=O)N1CCCC(c2nc(CCOc3ccc(F)cc3)no2)C1 (configuration not stated)	-5%

High-throughput results: PubChem, National Center for Advancing Translational Sciences (NCATS)

These rows are one share of the data (hit frequency here may not be typical).
